High-throughput results as filed in PubChem.
TRHR enhancer – TRH receptor (human) allosteric enhancement; TRHR cells, fluo-8 calcium fluorescence, EC20 TRH enhancement; enhancement, % at 2 µM; hit rate 0.66% among 360,000; AID 493056; in the data active = enhancement above about 30%; note: 0% is about no effect
Target sequence (P34981 whole entry, looked up): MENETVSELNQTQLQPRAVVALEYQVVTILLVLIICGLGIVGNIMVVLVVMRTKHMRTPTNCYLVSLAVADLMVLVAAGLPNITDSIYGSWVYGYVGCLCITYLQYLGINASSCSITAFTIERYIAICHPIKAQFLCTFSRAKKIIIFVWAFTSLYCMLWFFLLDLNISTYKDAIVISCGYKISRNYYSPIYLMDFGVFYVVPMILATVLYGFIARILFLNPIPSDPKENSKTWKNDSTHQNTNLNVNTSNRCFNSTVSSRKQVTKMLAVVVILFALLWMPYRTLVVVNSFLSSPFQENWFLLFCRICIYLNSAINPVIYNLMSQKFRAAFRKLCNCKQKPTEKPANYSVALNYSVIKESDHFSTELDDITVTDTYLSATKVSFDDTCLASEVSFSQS
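Enhancer read-out: after compound pinning and an initial kinetic agonist-mode read, an EC20 of TRH (10 nM final) was injected and fluo-8 calcium signal (Ex 480/Em 530) followed at 1 s/cycle for 100 cycles in TRHR-expressing cells.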
D1 PAM – human D1 dopamine receptor positive modulation; P21728; HEK293 TREx D1 cells, calcium flux, dopamine EC20 potentiation; potentiation, % at 10 µM; hit rate 0.036% among 360,000; in the data active = potentiation above about 30%; note: 0% is about no effect
D1 antag – human D1 dopamine receptor antagonism. P21728. activity change, negative = inhibition, % at 10 µM. HEK293 TREx D1 cells, calcium flux, dopamine EC80; stronger effect = lower value. hit rate 3.2% among 360,000. AID 504652; in the data active = activity change below about -30%; note: % is set by controls: 0 for no effect and ±100 for the full control effect
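Allosteric or orthosteric antagonism assessed as attenuation of the calcium response to EC80 dopamine, added 180 s after compound, in induced HEK293 Trex D1 cells loaded with no-wash calcium dye.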
D2 potentiator – D2 dopamine receptor (human) potentiation. P14416. HEK293 T-REx D2, calcium flux, EC20 dopamine potentiation. potentiation, % at 10 µM. hit rate 0.34% among 340,000. AID 485347;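 active = potentiation over 3 SD above the plate norm, cut at about 30% in these data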; note: 0% is about no effect
Target sequence (P14416 whole entry, looked up): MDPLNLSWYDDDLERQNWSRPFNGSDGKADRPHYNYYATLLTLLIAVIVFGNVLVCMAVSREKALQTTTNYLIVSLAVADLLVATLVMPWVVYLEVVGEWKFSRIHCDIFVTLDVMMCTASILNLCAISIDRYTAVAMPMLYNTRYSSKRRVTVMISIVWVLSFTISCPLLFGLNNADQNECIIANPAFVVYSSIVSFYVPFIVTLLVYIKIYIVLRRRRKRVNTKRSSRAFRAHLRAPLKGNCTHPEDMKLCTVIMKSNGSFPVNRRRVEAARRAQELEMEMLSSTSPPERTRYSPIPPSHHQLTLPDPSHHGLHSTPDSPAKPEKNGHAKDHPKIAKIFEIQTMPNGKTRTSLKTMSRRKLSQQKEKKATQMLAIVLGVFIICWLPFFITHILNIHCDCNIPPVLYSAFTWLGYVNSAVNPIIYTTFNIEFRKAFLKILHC
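Potentiation of an EC20 dopamine calcium response measured kinetically over 180 s, after a preceding 180 s compound-only read flagging agonists. Cells: inducible Hek293 Trex D2 line, 4000/well, cultured overnight at 30 C before dye loading.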
Apoferritin bind – binds horse apoferritin like a general anesthetic; apoferritin/1-aminoanthracene competitive binding, fluorescence; Potency, µM (highest dose often 77.5 µM), without a hit: at the highest dose activity change, negative = displacement, hits mostly inhibitors; hit rate 0.074% among 350,000; note: potency is the fitted concentration of half-maximal effect; % is set by controls: 0 for no effect and ±100 for the full control effect; nearly all actives have a fitted effect of over 20% in size
Target sequence (P02791 2-175 limits assumed): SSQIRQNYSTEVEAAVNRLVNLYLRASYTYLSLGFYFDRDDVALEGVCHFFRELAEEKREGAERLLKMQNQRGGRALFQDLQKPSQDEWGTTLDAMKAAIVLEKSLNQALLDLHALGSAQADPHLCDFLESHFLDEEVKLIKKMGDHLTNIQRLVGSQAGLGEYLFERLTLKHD
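Read-out: endpoint 1-AMA fluorescence, excitation 380 nm and emission 535 nm, after compounds sit 10 min at room temperature with 10 uM horse-spleen apoferritin in 50% saturated 1-AMA/PBS. Values come from four-parameter Hill fits.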
RXFP1 antag – antagonists of human relaxin receptor RXFP1 | AID 1259400 | hit rate 0.59% among 350,000 | activity change, negative = inhibition, % at 57.5 µM | HEK293-RXFP1, relaxin-stimulated cAMP HTRF, 30 min; stronger effect = lower value;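 active = activity change of -60% or lower, but not beyond a set lower limit; inconclusive = change between -60% and -40%, or beyond the set limit; inactive = change above -40%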; note: % is set by controls: 0 for no effect and ±100 for the full control effect
RXFP1 agonist – activates the human relaxin receptor RXFP1; HEK293T-RXFP1 cAMP TR-FRET, 30 min; response scale: percent of porcine relaxin response, buffer zero; Potency, µM (highest dose often 57.5 µM), without a hit: top-dose activation, usual class: activators; hit rate 0.3% among 370,000; AID 2676; note: potency is the fitted concentration of half-maximal effect; % is set by controls: 0 for no effect and ±100 for the full control effect; nearly all actives have a fitted effect of over 60% in size; many of its hits are not listed in these tables
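Agonist response is measured as cAMP accumulation in an RXFP1-transfected HEK293T line under PDE4 inhibition. Values are scaled between buffer-only and 29 nM porcine relaxin, and EC50s come from standard Hill equation fits.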
TRHR agonist – TRH receptor (human) agonism; P34981; TRHR cells, calcium flux fluo-8, FDSS agonist mode; activation, % at 2 µM; hit rate 0.18% among 360,000; in the data active = activation above about 30%; note: 0% is about no effect
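Read-out: compound-evoked intracellular calcium rise in TRHR cells, fluo-8 dye, kinetic FDSS fluorescence at 1 s/cycle following a 10-cycle baseline. Cells cultured overnight before dye loading (30 min–1.5 h, RT).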
D1 ag – activates the human D1 dopamine receptor. hit rate 1% among 360,000. AID 504660. HEK293 T-REx D1 cells, calcium flux, agonist mode. P21728. activation, % at 2 µM; in the data active = activation above about 30%; note: 0% is about no effect
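Tetracycline-induced HEK293 TREx D1 cells, force-coupled to calcium signalling, were dye-loaded with a no-wash calcium kit. Compound was pin-added after a 10 s baseline. Fluorescence was read kinetically at 1 cycle/s for 180 s, with calcium rises flagged as agonism.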
Active calls of the source: *; ? = inconclusive; · = not tested or not shown; [ ] = dose if it differs, or a comment. Unless noted, calls come from the whole dose curve; as a rule, active = well fitted curve in the direction sought with a large enough effect; inconclusive = small, poorly fitted or top-dose-only effect, or another doubt; inactive = no such curve, though single readings can be large; an effect the other way counts as inactive or inconclusive. The list is partial, so the mix of outcomes need not match the whole.

SMILES	TRHR enhancer	D1 PAM	D1 antag	D2 potentiator	Apoferritin bind	RXFP1 antag	RXFP1 agonist	TRHR agonist	D1 ag
O=C(CNC(=O)c1ccc(Br)cc1)NC1CC1	0	-5	-2	-1	·	-7	0.2%	0.5	3
Cc1ccccc1C(=O)Nc1ccccc1NC(=O)c1ccccc1C	-1	7	-9	4	-12%	16	0.0%	0.0	5
O=C(C[N+]1(CC#Cc2ccccc2)CCCCC1)c1ccccc1	9	0	17	2	-10%	·	4.6%	-0.7	12
CN(Cc1ccccc1)S(=O)(=O)c1ccc(NC(=O)C2CCCO2)cc1 (configuration not stated)	-5	-1	-28	-1	-17%	-1	-1.1%	0.2	1
COc1cccc(CN(C)C(=O)c2cc(S(=O)(=O)NC3CCCCC3)ccc2C)c1OC	5	·	6	·	·	-2	-0.2%	0.1	9
COc1ccccc1C(=O)COC(=O)CSCC(=O)Nc1cc(C)on1	6	2	9	5	·	-8	0.0%	-0.2	0
Cc1cc(C)n(-c2nnc(Nc3ccc(C)c(C)c3)c3ccccc23)n1	1	-3	-18	-11	-14%	-2	8.4%	-1.3	0
CCc1cc2cc(C)cc(C)c2nc1Cl	-2	1	7	-4	-6%	-1	2.0%	-0.4	1
Cc1nnc(SCC(=O)N(CCC#N)c2ccc3c(c2)OCCO3)s1	5	-7	6	-2	·	2	-2.1%	1.0	5
O=C1CC(C(=O)Nc2ccc(O)c(C(=O)O)c2)C(c2ccccc2)O1 (configuration not stated)	1	-2	8	1	-3%	14	1.6%	0.2	1
O=C1/C(=C\c2cc([N+](=O)[O-])ccc2O)SC(=S)N1Cc1ccc(Cl)cc1	8	-6	-5	4	-15%	-17	16%	120*	197*
Cc1cccc(N(CC(=O)NC(C)(C)C)C(=O)CNC(=O)c2cccs2)c1	2	-4	4	-3	-10%	7	2.1%	0.7	5
CCN1C(=O)Cc2cc(S(=O)(=O)NCCc3ccccc3)ccc21	5	4	-22	·	-12%	-6	-3.7%	-1.4	9
CN(C)S(=O)(=O)c1cccc(-c2csc(=Nc3ccccc3)n2CCCN2CCOCC2)c1	3	-8	1	·	-3%	-8	1.8%	-2.1	1
Cn1nc(C(=O)NCc2ccc(F)cc2)cc1C(=O)NCc1ccc(F)cc1	46*	-8	-15	-4	·	-9	0.7%	-0.4	6
Cc1ccc(NC(=O)C(=O)NCC(c2cccnc2)N2CCN(C)CC2)cc1 (configuration not stated)	0	2	-1	-6	-2%	-5	-0.4%	0.0	2
CC(C)[C@H](CO)N(Cc1cccc(F)c1)c1nc(Nc2cccc(Cl)c2)c2ncn(C(C)C)c2n1	4	4	23	14	-8%	·	-0.5%	0.0	3
Cc1ccc(C)c(NC(=S)NNC(=S)Nc2ccc(C(C)C)cc2)c1	3	-8	·	1	?	-20	-0.5%	-0.8	4
CCCCCC(=O)NC(=S)Nc1ccc2oc(=O)ccc2c1	-1	-4	-14	-9	-4%	-7	2.6%	-0.8	3
COc1ccc(OC)c(S(=O)(=O)Nc2ccc(CC(=O)O)cc2)c1	2	-2	-3	-4	-8%	5	-0.1%	0.0	1

4 successive entries out of the list so far, quoted:
SMILES	TRHR enhancer	D1 PAM	D1 antag	D2 potentiator	Apoferritin bind	RXFP1 antag	RXFP1 agonist	TRHR agonist	D1 ag
O=C(CNC(=O)c1ccc(Br)cc1)NC1CC1	0	-5	-2	-1	·	-7	0.2%	0.5	3
Cc1ccccc1C(=O)Nc1ccccc1NC(=O)c1ccccc1C	-1	7	-9	4	-12%	16	0.0%	0.0	5
O=C(C[N+]1(CC#Cc2ccccc2)CCCCC1)c1ccccc1	9	0	17	2	-10%	·	4.6%	-0.7	12
CN(Cc1ccccc1)S(=O)(=O)c1ccc(NC(=O)C2CCCO2)cc1 (configuration not stated)	-5	-1	-28	-1	-17%	-1	-1.1%	0.2	1

7 structures from above, sorted by formula weight, lowest first:
SMILES	TRHR enhancer	D1 PAM	D1 antag	D2 potentiator	Apoferritin bind	RXFP1 antag	RXFP1 agonist	TRHR agonist	D1 ag
CCc1cc2cc(C)cc(C)c2nc1Cl	-2	1	7	-4	-6%	-1	2.0%	-0.4	1
O=C(C[N+]1(CC#Cc2ccccc2)CCCCC1)c1ccccc1	9	0	17	2	-10%	·	4.6%	-0.7	12
O=C1CC(C(=O)Nc2ccc(O)c(C(=O)O)c2)C(c2ccccc2)O1 (configuration not stated)	1	-2	8	1	-3%	14	1.6%	0.2	1
Cc1cc(C)n(-c2nnc(Nc3ccc(C)c(C)c3)c3ccccc23)n1	1	-3	-18	-11	-14%	-2	8.4%	-1.3	0
CCN1C(=O)Cc2cc(S(=O)(=O)NCCc3ccccc3)ccc21	5	4	-22	·	-12%	-6	-3.7%	-1.4	9
COc1ccc(OC)c(S(=O)(=O)Nc2ccc(CC(=O)O)cc2)c1	2	-2	-3	-4	-8%	5	-0.1%	0.0	1
Cc1ccc(C)c(NC(=S)NNC(=S)Nc2ccc(C(C)C)cc2)c1	3	-8	·	1	?	-20	-0.5%	-0.8	4

More structures
SMILES	TRHR enhancer	D1 PAM	D1 antag	D2 potentiator	Apoferritin bind	RXFP1 antag	RXFP1 agonist	TRHR agonist	D1 ag
O=[N+]([O-])c1ccc(Sc2ccccc2Cl)nc1	-15	-2	·	2	?	4	-0.2%	0.6	1
Cc1c(Cl)cccc1NC(=O)CN(C1CCCCC1)S(C)(=O)=O	-6	-3	1	2	6%	2	-1.2%	0.4	6
CCCNC(=O)NC(C(=O)OC)C12CC3CC(CC(C3)C1)C2 (configuration not stated)	-1	-2	-10	-5	2%	-7	-0.4%	0.4	2
CCCC(=O)N(CCN1CCOCC1)c1nc2c(C)cccc2s1	-2	-2	3	-2	-7%	-1	0.0%	0.1	5
CC(=O)Nc1ccc(NC(=O)C2CC(=O)Nc3ncnn32)cc1 (configuration not stated)	0	2	-5	0	-4%	-1	5.0%	0.0	1
O=C(CN1C(=O)NC2(CCCC2)C1=O)Nc1nc(-c2ccc(F)cc2)cs1	2	-10	13	3	50%[activator]	-8	-0.9%	-0.2	2
CCOC(=O)c1nn(-c2ccccc2C)c(=O)c(C#N)c1C	-2	-5	7	6	-1%	9	-0.7%	-0.2	1
Cc1cccc(CSCCNC(=O)COc2ccc(Cl)cc2)c1	5	-8	-4	-8	-6%	-12	-1.2%	-0.7	3
Cc1nn(C2CCS(=O)(=O)C2)c2nc(C3CC3)cc(C(=O)Nc3ccc(C(N)=O)cc3)c12 (configuration not stated)	-1	-2	3	-1	·	-12	-0.4%	-0.9	2
CN1CCN(c2ccc([N+](=O)[O-])cc2C(=O)c2ccccc2)CC1	-5	-6	9	0	-6%	11	-0.2%	-0.8	2
Cc1c(N=C2SCC(=O)N2c2c(C)n(C)n(-c3ccccc3)c2=O)c(=O)n(-c2ccccc2)n1C	3	-9	-11	0	-4%	-12	1.1%	-0.4	1
Cc1ccc2nc(NC(=O)C3CCCN(S(=O)(=O)c4cccc5nsnc45)C3)sc2c1 (configuration not stated)	22	18	17	-8	-6%	-14	-1.6%	2.2	5
O=C(Nc1ccccc1OCc1cc(=O)n2ccccc2n1)Nc1ccccc1C(F)(F)F	0	0	-8	9	0%	3	9.0%	0.0	2
COc1ccccc1-c1nc(SCC(=O)NCc2ccco2)c2c(=O)n(C)c(=O)n(C)c2n1	-1	-10	10	-3	?	-5	-0.1%	0.1	1
O=C(Nc1cccc(C(=O)OCc2cc(=O)n3nc(C4CC4)sc3n2)c1)c1ccccc1	6	0	17	·	29%	-2	16%	-1.6	1
CC1CCN(c2ccc(-c3cccc(NS(=O)(=O)c4ccc(Cl)s4)c3)nn2)CC1	2	2	-3	13	-8%	-17	0.8%	-0.1	3
CCN(CC)C(=O)Cn1c(=O)n(-c2ccc(C)c(C)c2)c(=O)c2c3c(sc21)CCCCC3	7	4	-9	-4	-5%	·	6.8%	1.0	-1
O=C(COc1ncnc2ccccc12)NCCc1ccccc1	58*	-10	-44*	0	-2%	-1	11%	-0.1	2
CC(C)C(=O)Nc1ccc(C(=O)NNC(=O)CCc2ccccc2)cc1	-1	-9	-1	-2	2%	·	-0.1%	0.8	4
COc1ccc(CC(=O)OCC(=O)Nc2ccc3[nH]c(=O)[nH]c3c2)cc1	5	-6	-5	2	·	3	0.6%	-0.2	-1
CN(C)c1nc(Oc2ccc(C(=O)OCC(=O)Nc3ccccc3)cc2)nc(N(C)C)n1	9	-6	-15	7	-8%	-15	2.2%	-0.8	19
COc1cc(/C=C2\CCCc3c2nc2ccccc2c3C(=O)O)cc(OC)c1O	-2	4	8	16	5%	7	-0.1%	-0.1	1
COc1cccc(NC(=O)CN(C)C(=O)c2ccc(OCC3CCCO3)cc2)c1 (configuration not stated)	4	2	16	0	·	-9	1.7%	0.2	1
CCc1ccccc1NC(=O)C1CCCN1S(=O)(=O)c1ccc2c(c1)n(C)c(=O)c(=O)n2C (configuration not stated)	0	1	-15	-4	-8%	-1	8.7%	-0.1	2
CCC(=O)NNc1nc2c(F)cccc2s1	19	1	-6	-2	-4%	2	0.3%	0.0	0
Cc1ccc(C(=O)Nc2c(C(=O)NCc3ccco3)cnn2-c2ccccc2)cc1	0	-4	-5	9	?	-7	0.1%	-0.6	1
COC(=O)c1c(NC(=O)c2cccs2)sc2c1CCCC2	16	-1	-8	1	-8%	-3	3.7%	-0.6	3
Cc1cc(C)cc(NC(=O)C(C)N2C(=O)c3ccccc3C2=O)c1 (configuration not stated)	0	-5	1	2	-15%	0	3.1%	-1.3	1
COc1cccc(CC2(CO)CCCN(Cc3cn(C)c4ccccc34)C2)c1 (configuration not stated)	11	-6	1	-23	-14%	-5	-2.9%	-0.2	8
COC(=O)c1cn(C(=O)c2ccc(C)c(C)c2)c2ccccc12	-3	-4	-3	-2	0%	-3	0.5%	0.9	3
COC(=O)c1cc(=O)c2c(C)nc(C(Cl)(Cl)Cl)nc2[nH]1	4	0	-13	-7	-5%	1	-3.3%	-0.5	4
CCN(CC)c1ccc(C2C(C(=O)OC(C)C)C(=O)CC(C)(O)C2C(=O)OC(C)C)cc1 (configuration not stated)	6	-2	-22	7	-19%	-18	0.9%	-0.2	1
COc1ccc(C2C(C(=O)NCc3ccco3)CCC(=O)N2c2ccc(OC)cc2)cc1 (configuration not stated)	0	2	7	3	-11%	-1	1.6%	0.4	4
